# Compound activity as filed in PubChem.
# Scp1 inh: blocks human Scp-1 phosphatase activity. Q9GZU7. Recombinant Scp1, phosphopeptide, malachite green phosphate absorbance. inhibition, % at 20 µM. hit rate 0.88% among 340,000. AID 493091;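 active means inhibition above about 50% at 20 µM, limit read from the data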;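 further: plate controls were DMSO wells with enzyme for no effect and wells lacking enzyme for full effect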
# Target sequence (Q9GZU7 76-261 limits assumed): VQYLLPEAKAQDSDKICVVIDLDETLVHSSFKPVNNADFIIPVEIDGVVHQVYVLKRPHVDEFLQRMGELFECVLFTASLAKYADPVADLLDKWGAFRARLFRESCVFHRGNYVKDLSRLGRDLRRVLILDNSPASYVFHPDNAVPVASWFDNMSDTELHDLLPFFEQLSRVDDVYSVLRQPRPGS
#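 Test system: SCP-1 phosphatase catalytic domain, residues 76-261; measured by: colorimetric phosphate reagent with accelerator and stabiliser, absorbance at 630 nm; timing: enzyme reaction 45 min at room temperature, colour 5 min, stabilisation 30 min; also added: Phosphorylated 17-residue peptide substrate; compound dosing: one concentration, 20 µM, with 1.0% DMSO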
# Rin1 Abl inh: inhibitors of human Rin1-Abl protein interaction. TR-FRET Rin1/Abl binding, biochemical. hit rate 0.4% among 360,000. P00519+Q13671. inhibition, % at 7.35 µM; in the data active means inhibition above about 5%, passing the limit was not always enough
# DNMT1 inh: DNMT1 (human) enzyme inhibition | DNMT1 molecular beacon, Hinp1I cleavage, fluorescence | inhibition (reported as % activation of signal), % at 10 µM | hit rate 0.83% among 360,000; in the data active means inhibition above about 50%
# STEP inh: STEP (human) phosphatase inhibition. P54829. recombinant STEP, OMFP fluorogenic substrate, fluorescence. inhibition, % at 20 µM. hit rate 0.25% among 360,000;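 active means inhibition at 20 µM, scaled per plate between control wells, above about 37%, limit read from the data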;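 further: 0% = DMSO with enzyme and substrate and 100% = substrate only without enzyme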
#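 System: isolated STEP enzyme; schedule: 20 min enzyme reaction at room temperature, protected from light; medium: Bis-Tris buffer pH 6.0, 2.5 mM DTT, 0.005% Tween 20; signal: fluorescence, 480/540 nm; dosing: single compound dose of 20 µM, 1% DMSO final; also added: OMFP substrate, 25 µM final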
# Neddylation inh: blocks human cullin neddylation; P61081+Q13564; TR-FRET cullin neddylation, biochemical; calls only at 25 µM; hit rate 0.58% among 360,000; in the data active means inhibition above about 36%
# Rpn11 inh: Rpn11 (human) deubiquitinase inhibition. O00487. human 26S proteasome, Ub4-pepOG fluorescence polarization; 20S core pre-blocked with epoxomicin. calls only at 20 µM. hit rate 0.59% among 360,000;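 active means inhibition at 20 µM, scaled to each plate's controls, above about 33%, limit read from the data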
# Target sequence (O00487 whole entry, looked up): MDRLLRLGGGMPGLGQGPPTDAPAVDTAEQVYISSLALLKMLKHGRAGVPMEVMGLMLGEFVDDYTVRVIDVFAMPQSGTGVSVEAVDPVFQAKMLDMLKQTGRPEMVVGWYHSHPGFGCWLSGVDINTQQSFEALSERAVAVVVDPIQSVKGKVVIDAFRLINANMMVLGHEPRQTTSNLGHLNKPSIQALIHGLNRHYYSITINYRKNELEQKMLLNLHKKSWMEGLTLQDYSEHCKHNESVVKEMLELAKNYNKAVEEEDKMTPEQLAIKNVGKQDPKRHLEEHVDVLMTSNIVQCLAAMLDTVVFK
# LMPTP block: blocks human LMPTP phosphatase; inhibition, % at 20 µM; recombinant LMPTP-A, OMFP fluorogenic substrate, fluorescence intensity; AID 651560; hit rate 0.22% among 360,000;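 active means compounds that cut the enzyme signal by at least half of the control window in the single-dose screen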;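 further: plate controls were DMSO wells with enzyme plus substrate for no effect and substrate without enzyme for full effect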
# Target sequence (P24666 whole entry, looked up): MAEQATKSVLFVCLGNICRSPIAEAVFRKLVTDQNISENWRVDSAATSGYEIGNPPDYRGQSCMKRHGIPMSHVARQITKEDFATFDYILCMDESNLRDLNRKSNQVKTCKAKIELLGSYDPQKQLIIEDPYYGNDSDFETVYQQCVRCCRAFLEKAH
#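 Assay system: LMPTP-A phosphatase enzyme | Input: 0.625 nM enzyme | Also added: Fluorogenic phosphatase substrate OMFP at 400 µM final | Compound dosing: One test concentration per compound, 20 µM, with 3% DMSO overall | Schedule: 50 min enzyme reaction at room temperature, protected from light | Signal: Fluorescence intensity | Benchmarks: no-enzyme and uninhibited controls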
# CSN deneddyl inh: CSN deneddylation inhibition; inhibition, % at 12.5 µM; Purified CSN, SCF-Nedd8-OG deneddylation, fluorescence polarization; hit rate 0.38% among 360,000;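 active means pattern-corrected inhibition above about 35%, with an unprinted fluorescence ratio check between 0.5 and 1.5, limit read from the data, passing the limit was not always enough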;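 further: 0% = enzyme with substrate and 100% = substrate without enzyme; some results filed as inactive read as strong as hits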
#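 test system = HEK293T-derived human Csn5 enzyme | amount = 0.24 nM Csn5 enzyme, final concentration | medium = Tris/NaCl/DTT buffer, pH 7.5 | schedule = 90 min reaction at room temperature | signal = FP | evaluation = inhibition of Csn5 cleavage, % | compound dosing = single dose of 12.5 µM compound with 0.25% DMSO | probe or stimulus = 10 nM SCFSkp2-Nedd8OG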
# SUMO1 PPI mod: modulators of human SUMO1-mediated protein-protein interactions | hit rate 0.33% among 360,000 | AID 602429 | SUMO1 binding to a labelled peptide, TR-FRET, 1 h | inhibition, % at 20 µM; in the data active means inhibition above about 37%
# Target sequence (P63165 whole entry, looked up): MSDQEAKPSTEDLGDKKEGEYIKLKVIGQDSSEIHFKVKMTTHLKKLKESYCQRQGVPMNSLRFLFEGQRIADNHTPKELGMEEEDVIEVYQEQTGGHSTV
# NadD block: NadD (S. aureus) enzyme inhibition; purified NadD enzyme, colorimetric absorbance read-out; hit rate 0.78% among 360,000; inhibition, % at 20 µM; in the data active means inhibition above about 26%; further: some compounds past the cut are filed as inactive
# An asterisk follows results filed as active; i = inactive; . = not tested or not shown. Rows were taken by chance; any-hit rate near 3.8%.
Scp1 inh,Rin1 Abl inh,DNMT1 inh,STEP inh,Neddylation inh,Rpn11 inh,LMPTP block,CSN deneddyl inh,SUMO1 PPI mod,NadD block,Molecule
-5,1,2,0,.,i,-0.8,5,2,-6,Cn1c(-c2ccc(Cl)nc2)nc2ccccc21
.,5,-24,6,i,i,18,-5,-10,29,COc1ccccc1CNc1nc(NCc2ccc3occc3c2)c2sccc2n1
13,1,-9,2,i,i,-0.2,2,3,-3,COCCn1c(SCC(=O)c2[nH]c(C)c(C(C)=O)c2C)nc2ccccc21
1,-2,2,2,i,i,-1.1,0,-4,-3,COc1ccc(CN(C)C(=O)Cn2cnc3c(SC)nc(N)nc32)cc1OC
9,-3,2,2,i,i,-7.5,-8,9,-9,CCNCCNC(=O)c1c(O)c2cccc3c2n(c1=O)CCC3
-10,0,8,-3,i,i,1.2,-2,3,-5,Cc1cccc2nc(CSC(=N)N)c(Br)n12
-2,2,0,1,i,i,-1.1,0,0,-3,Cc1ccc(CNS(=O)(=O)c2c(C(=O)N3CCCCC3)c(C)n(C)c2C)cc1
-8,5,23,3,i,i,-1.2,0,0,3,CCN(C(=O)COC(=O)CSc1ccc(C)cc1C)c1c(N)n(Cc2ccccc2)c(=O)[nH]c1=O

# Some of these compounds in order of their number in SUMO1 PPI mod, highest first:
Scp1 inh,Rin1 Abl inh,DNMT1 inh,STEP inh,Neddylation inh,Rpn11 inh,LMPTP block,CSN deneddyl inh,SUMO1 PPI mod,NadD block,Molecule
-5,1,2,0,.,i,-0.8,5,2,-6,Cn1c(-c2ccc(Cl)nc2)nc2ccccc21
-8,5,23,3,i,i,-1.2,0,0,3,CCN(C(=O)COC(=O)CSc1ccc(C)cc1C)c1c(N)n(Cc2ccccc2)c(=O)[nH]c1=O
1,-2,2,2,i,i,-1.1,0,-4,-3,COc1ccc(CN(C)C(=O)Cn2cnc3c(SC)nc(N)nc32)cc1OC

# Going on with the list.
Scp1 inh,Rin1 Abl inh,DNMT1 inh,STEP inh,Neddylation inh,Rpn11 inh,LMPTP block,CSN deneddyl inh,SUMO1 PPI mod,NadD block,Molecule
3,-1,1,3,i,i,-2.9,2,0,3,CC(C)CCn1c(N2CCC(C(N)=O)CC2)nc2c1c(=O)[nH]c(=O)n2C
-2,4,-1,-1,i,i,0.2,4,-3,5,Cc1cc(C(=O)OCC(=O)N2CCN(C(=O)c3ccco3)CC2)c(C)n1-c1ccc(F)cc1
-13,-1,1,-3,i,i,1.3,4,-2,0,O=C(Cn1nc(-c2ccccc2)c2ccccc2c1=O)Nc1ccccn1
-3,1,-10,2,i,i,-0.7,3,0,-4,Cc1cc(C)nc(N2CCCC(C(=O)Nc3ccc4c(c3)OCO4)C2)n1 (configuration not stated)
-12,-1,3,1,i,i,-1.2,1,-1,-5,CCCS(=O)(=O)N1CCCC(C(=O)NCCc2ccccc2)C1 (configuration not stated)
-16,0,-1,-4,i,i,-1.5,2,1,-4,COc1ccc(OCC(=O)Nc2ccccc2OC(F)F)cc1
-22,6,5,3,i,i,-0.4,-3,1,0,CCCOC(=O)c1ccc(-n2nnnc2SCC(=O)N2CCCCC2)cc1
-1,3,-2,-1,i,i,-1.7,3,0,1,CC1(C)CC(=O)C=C(NCc2cccs2)C1
-10,-1,-4,3,i,i,0.2,2,6,10,O=C(O)c1cccc(S(=O)(=O)N2CCc3ccccc3C2)c1
11,0,1,-4,i,i,-1.1,3,2,-13,COc1ccccc1CN1CC(C(=O)NCCN2CCNC2=O)CCC1=O (configuration not stated)
-6,0,3,-2,i,i,1.8,2,1,-3,CC1(C)Cc2c(C#N)c(SCc3ccccc3)nc(N3CCOCC3)c2CO1
-1,1,-7,-1,i,i,2.0,0,-7,0,Cc1[nH]c2ccccc2c1C1C(c2ccccc2)=NN=C(C(C)C)N1O (configuration not stated)
-2,0,1,0,i,i,0.0,0,-2,3,CC(C)N(C)Cc1nnnn1CC(=O)N(C)Cc1cccc(Cl)c1
3,0,1,-2,i,i,1.2,-2,2,-1,CC(=O)c1cccc(NC(=O)N2C3CCC2CC(O)(c2cccnc2)C3)c1 (configuration not stated)
3,4,1,5,i,i,1.6,5,1,5,CCOC(=O)c1c(N)sc(C(=O)OCCOC)c1C
-1,5,2,0,i,i,0.3,0,-2,2,COc1ccc2c(CCNC(=O)CN3C(=O)c4ccccc4C3=O)c[nH]c2c1
-7,-3,-3,-1,i,i,0.6,-2,-1,4,CCn1ccc(C(=O)NC2=C(C#N)CCC2)n1
-6,3,-2,1,i,i,0.3,4,4,-5,NC(=O)c1ccc(NC(=O)COC(=O)CCCOc2ccccc2)cc1
79*,3,98*,0,i,i,7.8,20,12,9,O=C(OCc1cc(=O)n2c(n1)sc1ccccc12)c1cccc(O)c1
-1,3,2,0,i,i,-0.2,-1,-1,3,CC(C)(C)c1cc(NS(=O)(=O)c2ccc3c(c2)OCCO3)on1
-9,3,3,2,i,i,-1.2,-4,6,-1,CCC(NC(=O)c1ccccc1NC(=O)c1ccccc1)C(=O)O (configuration not stated)
-2,0,-2,2,i,i,0.5,1,2,0,CC1=CC(C)(C)N2C(=O)C3(NCCc4c3[nH]c3ccccc43)c3cccc1c32 (configuration not stated)
-2,0,1,-2,i,i,-0.2,0,0,1,CC(=O)Nc1cccc(C(=O)NC2CCCc3c2cnn3-c2cc(C)cc(C)c2)c1 (configuration not stated)
.,.,.,.,i,.,-0.8,-2,4,-1,CC(C)C[C@H]1COc2cccc(N(C)CCO)c2S(=O)(=O)N1
.,0,0,0,i,i,-1.0,0,2,-4,CC(C)CCc1c(O)nc(SCC(=O)N2CCCCCC2)[nH]c1=O
0,1,-2,-1,i,i,-1.4,-1,2,0,COc1ccc(NS(=O)(=O)c2ccc(C)c(NC(=O)NC3CCCCC3)c2)cc1
1,-1,-1,2,i,i,1.1,-3,3,-6,Cc1ccc(-c2csc(NC(=O)C3=COCCO3)n2)cc1
-10,-2,-2,-6,i,i,0.8,-1,-14,4,COc1cc(NC(=O)CN2C(=O)NC(c3ccccc3)(c3ccccc3)C2=O)c(C)cc1[N+](=O)[O-]
6,-5,2,-3,i,i,-1.9,-3,-3,2,CCOC(=O)c1c(NC(=O)C2CCCO2)sc(C(N)=O)c1C (configuration not stated)
-8,1,0,-1,i,i,-2.8,1,0,0,CC(=NCCc1ccccc1)C1=C(O)CCC1=O
-1,3,14,-1,i,i,-1.7,-1,0,-5,COc1ccccc1NC(=O)Cn1c(=O)oc2ccccc21
-4,-4,-17,6,i,i,6.1,2,-39,1,Cc1ccc(N=Nc2ccc(N)cc2C)c(S(N)(=O)=O)c1

# The final 4 entries of the section before lead into the next.
Scp1 inh,Rin1 Abl inh,DNMT1 inh,STEP inh,Neddylation inh,Rpn11 inh,LMPTP block,CSN deneddyl inh,SUMO1 PPI mod,NadD block,Molecule
6,-5,2,-3,i,i,-1.9,-3,-3,2,CCOC(=O)c1c(NC(=O)C2CCCO2)sc(C(N)=O)c1C (configuration not stated)
-8,1,0,-1,i,i,-2.8,1,0,0,CC(=NCCc1ccccc1)C1=C(O)CCC1=O
-1,3,14,-1,i,i,-1.7,-1,0,-5,COc1ccccc1NC(=O)Cn1c(=O)oc2ccccc21
-4,-4,-17,6,i,i,6.1,2,-39,1,Cc1ccc(N=Nc2ccc(N)cc2C)c(S(N)(=O)=O)c1
-3,2,-3,-3,i,i,-0.6,4,-17,-3,CCCSc1cc(N)cc([N+](=O)[O-])c1
.,0,4,0,i,i,-1.3,-4,0,0,COc1ncnc2c1ncn2CCCNc1ccc(C)c(C)c1
.,2,61*,24,i,i,1.7,6,-6,0,O=C(O)c1cc([N+](=O)[O-])ccc1-c1ccc([N+](=O)[O-])cc1C(=O)O
-4,2,-2,2,i,i,-0.4,-4,3,1,CCS(=O)c1ccccc1C(=O)OCC(=O)Nc1cccc(S(=O)(=O)N2CCCCC2)c1 (configuration not stated)
5,-2,2,0,i,i,-1.9,3,8,-3,O=C(CCc1ccccc1)Nc1cccnc1Cl
2,2,-6,0,i,i,1.4,3,2,0,O=C(CSc1nc2ccccc2c(=O)n1Cc1ccco1)N1CCN(c2ccccc2)CC1
-2,-1,1,-5,i,i,-0.7,0,2,1,CC1(C)CC(O)CC(C)(C)N1CC(O)COCc1ccccc1 (configuration not stated)
-4,-2,-3,-1,i,i,1.2,-1,0,15,Cc1ccc(C)c(N2CCN(C(=O)c3nn(C)c4c3CS(=O)(=O)c3ccccc3-4)CC2)c1
-6,2,-4,-2,i,i,0.7,1,-9,3,Nc1nc2ccc(Cc3ccncc3)cc2s1
-6,1,1,-2,i,i,-0.6,-1,-2,7,CN(C)/C=N/c1ncn(-c2ncc(C(F)(F)F)cc2Cl)n1
.,.,.,.,i,.,1.9,9,-2,9,CC(C)(C)C(=O)c1c(N)[nH]c(C(=O)c2ccccc2)c1-c1ccc(Cl)cc1
-3,1,-19,6,i,i,1.6,-1,-2,10,COc1ccc(NC(=S)NCC2CCN(c3ccc(OC)cc3)C2)cc1 (configuration not stated)
-2,0,-3,-1,i,i,1.7,-4,1,6,COc1ccc(S(=O)(=O)N2CCOCC2)cc1NC(=O)c1ccccc1-c1ccc(C(F)(F)F)cc1
4,0,4,1,i,i,0.1,9,-2,-3,O=C(Cc1ccccc1)Nc1nnc(-c2ccco2)s1
-10,0,2,6,i,i,2.7,-3,3,-12,O=C(CNC(=S)N(Cc1ccccc1)Cc1ccccc1F)NCCc1ccccc1
-12,-4,1,1,i,i,-0.9,-2,-2,-1,CCOC(=O)c1c(C)[nH]c(-c2csc(C)n2)c1C
